p53ts 32C kill = kills p53ts cells at the permissive temperature; H1299-p53A138V at 32C, ATP luminescence viability, 24 h; 130,000 tested, 0.93% active; Potency, µM (doses to about 46.1 µM), for the others: at the top dose activity change, negative = cytotoxicity, most hits filed as cytotoxic;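 also: 0% = DMSO and -100% = full killing by reference compound; nearly all actives have a fitted effect of over 55% in size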
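ATP-content luminescence (ATPlite) read-out after 24 h compound exposure at 32C in H1299-p53A138V cells (600/well). Tested up to 46 uM. Normalized to DMSO (0%) and 100 uM tamoxifen (100% killing); Hill-fit AC50.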
p53ts 39C tox = kills p53ts cells at the nonpermissive temperature; H1299-p53A138V viability at 39C, ATP luminescence, 24 h; Potency, µM (top dose mostly 46.1 µM), for inactives: top-dose activity change, negative = cell killing, hits mostly cytotoxic; AID 902; 130,000 tested, 1.5% active; also: nearly all actives have a fitted effect of over 55% in size
Imprint erasure = induces erasure of genomic imprints in mouse ES cells; mouse ES Peg3-LacZ reporter, beta-gal luminescence, 40 h; Potency, µM (titrated, usually from 60.7 µM), without a hit: at the top dose activity change, positive = activation, actives largely listed as activators; 110,000 tested, 0.02% active;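 also: 0% = negative control wells on the plate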
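Each well holds 300 Peg3LacZ-Neo (maternal) female ES cells incubated 40 h at 37C, 5% CO2. LacZ is measured by BetaGlo luminescence, with AC50 and maximum efficacy derived from dose-response curves.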
IkB sig inh = inhibitors of IkB signaling in ABC-DLBCL cells. ABC-DLBCL IkBa-CBG/CBR dual luciferase ratio, 4 h; response scale: scaled: untreated 0%, proteasome inhibitor 100%. 110,000 tested, 0.04% active. Potency, µM (highest dose often 57.1 µM), for inactives: at the highest dose IkBa stabilization activation; active = well fitted curve in the direction sought with a large enough effect in the signal ratio, not every such curve was filed as active; inconclusive = small, poorly fitted or top-dose-only effect, or a change in a side signal; the % refers to the signal ratio;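 also: the direction sought is a rising ratio; 0% = basal untreated cells and 100% = reference inhibitor full response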
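Luminescence ratio of IκBα-fused green versus native red beetle luciferase in OCI-Ly3 cells, 4 h post-doxycycline with compound; red signal alone, scaled from basal (0%) to zero light (-100%), flagged nonspecific or cytotoxic effects.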
Active calls of the source: *; [ ] = dose if it differs, or a comment. Unless noted, calls follow the shape of the dose curve; as a rule, active = well fitted curve in the direction sought with a large enough effect; inconclusive = small, poorly fitted or top-dose-only effect, or another doubt; inactive = no such curve, though single readings can be large; an effect the other way counts as inactive or inconclusive. Unless noted, % is scaled to controls: 0 for no effect and ±100 for the full control effect; potency is read from the fitted curve at half-maximal effect.

How did CC(C)CC(/C(O)=C(\C#N)c1nc2ccccc2[nH]1)N1C(=O)c2ccccc2C1=O (stereo unspecified) do in these assays?
p53ts 32C kill: 17%; p53ts 39C tox: 29%; Imprint erasure: -8%; IkB sig inh: inconclusive

Results for CC(=O)c1cccc(NC(=O)c2ccc3nc(C(C)C)oc3c2)c1 ?
p53ts 32C kill: -1%; p53ts 39C tox: -17%; Imprint erasure: -14%[10.9 µM]; IkB sig inh: inconclusive

How did Cc1ccc(-c2cc3nc(-c4ccccc4)cc(N4CCC5(CC4)OCCO5)n3n2)cc1 do in these assays?
p53ts 32C kill: 19%; p53ts 39C tox: -7%

What do the screens show for `COCCNC(=O)CN1CCC(NC(=O)Nc2ccccc2)CC1`?
p53ts 32C kill: -7%; p53ts 39C tox: 2%; Imprint erasure: -15%; IkB sig inh: -1.6%

What do the screens show for `O=C(O)CNc1ccc(C(=O)O)cc1`?
p53ts 32C kill: -4%[9.22 µM]; p53ts 39C tox: 7%[9.22 µM]; Imprint erasure: -11%[10.9 µM]; IkB sig inh: -0.5%[11.4 µM]

How did N#C/C(=C\c1ccc(Cl)cc1)C(=O)NCC1CCCO1 (stereo unspecified) do in these assays?
p53ts 32C kill: -11%; p53ts 39C tox: -8%; Imprint erasure: -12%[10.9 µM]; IkB sig inh: -2.9%

What do the screens show for `COc1cccc(CNC(=O)C(NS(=O)(=O)c2ccc3c(c2)CCN3C(C)=O)C(C)C)c1` (stereo unspecified)?
p53ts 32C kill: 12%; p53ts 39C tox: 23%; Imprint erasure: -4%[10.9 µM]; IkB sig inh: 1.1%

What do the screens show for `CN(C)c1ccc(S(=O)(=O)c2ccc(Cl)cc2)cc1`?
p53ts 32C kill: -1%; p53ts 39C tox: 3%; Imprint erasure: -20%; IkB sig inh: 0.2%

How did Cc1cc2ccccc2n1-c1ccc(C(=O)N2CCC(C(=O)NCc3ccc(Cl)cc3)CC2)s1 do in these assays?
p53ts 32C kill: 5%; p53ts 39C tox: -23%; Imprint erasure: -16%[10.9 µM]; IkB sig inh: inconclusive

How did COc1ccc(C(=O)Nc2oc(-c3ccccc3)c(-c3ccccc3)c2C#N)cc1OC do in these assays?
p53ts 32C kill: 13%; p53ts 39C tox: 6%; Imprint erasure: -16%; IkB sig inh: 2.9%

What do the screens show for `Cc1ccc(C2(O)CN(c3ccccc3)C3=[N+]2CCS3)cc1` (stereo unspecified)?
p53ts 32C kill: 30%; p53ts 39C tox: 10%

Results for Cc1cc(C)cc(C#CC2C=CC(Oc3ccc(C4CCCC4)cc3)C(CO)O2)c1 (stereo unspecified) ?
p53ts 32C kill: 5%[9.22 µM]; p53ts 39C tox: -6%[9.22 µM]

What do the screens show for `Cc1c(CNC(=O)c2cnn3c2NC(c2ccc(Br)cc2)CC3C(F)(F)F)cnn1C` (stereo unspecified)?
p53ts 32C kill: 13%; p53ts 39C tox: 7%; Imprint erasure: -9%; IkB sig inh: 4.9%

How did CCn1c(=O)[nH]c2cc(C(=O)N3CCN(c4ccccc4)CC3)ccc2c1=O do in these assays?
p53ts 32C kill: 0%; p53ts 39C tox: 1%; Imprint erasure: -14%; IkB sig inh: -0.7%

How did CCOC(=O)c1c(NC(=O)COc2cccc(C(F)(F)F)c2)sc2c1CCCCC2 do in these assays?
p53ts 32C kill: 5%; p53ts 39C tox: 8%; Imprint erasure: -7%[10.9 µM]; IkB sig inh: 4.4%

What do the screens show for `COC(=O)c1ccccc1NC(=O)CN(c1ccccc1)S(=O)(=O)N(C)C`?
p53ts 32C kill: 0%; p53ts 39C tox: -12%; Imprint erasure: -9%; IkB sig inh: 4.7%

How did N#CC1=C(N)Oc2ccccc2C12C(=O)Nc1n[nH]c(-c3ccccc3)c12 (stereo unspecified) do in these assays?
p53ts 32C kill: 12%; p53ts 39C tox: 12%; Imprint erasure: 19%; IkB sig inh: -1.5%

What do the screens show for `CC(O)CN(Cc1cccc(Cl)c1)CC(C)O` (stereo unspecified)?
p53ts 32C kill: 3%; p53ts 39C tox: 6%; Imprint erasure: 12%; IkB sig inh: 2.4%

What do the screens show for `COc1ccc(C2C(C(=O)N3CCCC3)c3cc(OC)c(OC)cc3C(=O)N2C)cc1OC` (stereo unspecified)?
p53ts 32C kill: -2%; p53ts 39C tox: 4%; Imprint erasure: 23%; IkB sig inh: 0.7%

Results for CC(C)CCNC(=O)c1ccc2c(c1)N(Cc1cccc(Cl)c1)C(=O)c1ccccc1S2 ?
p53ts 32C kill: 3%; p53ts 39C tox: inconclusive; Imprint erasure: -10%[10.9 µM]; IkB sig inh: inconclusive

How did O=C1CCCC2=C1C(c1ccncc1)c1c(nc(SCc3ccccc3Cl)[nH]c1=O)N2 (stereo unspecified) do in these assays?
p53ts 32C kill: 7%; p53ts 39C tox: 22%; Imprint erasure: -5%; IkB sig inh: 2.0%

What do the screens show for `CCOC(=O)c1sc2nc(C)n(CC(=O)NCC3CCCO3)c(=O)c2c1C` (stereo unspecified)?
p53ts 32C kill: 3%; p53ts 39C tox: 0%; Imprint erasure: -6%; IkB sig inh: 0.9%

How did Cc1ccc(C)c(NC(=O)Cn2cnc3nc4c(cc3c2=O)CCCC4)c1 do in these assays?
p53ts 32C kill: -11%; p53ts 39C tox: -11%; Imprint erasure: -7%[10.9 µM]; IkB sig inh: 0.2%

How did Cc1cc(O)c2c(c1O)C(=O)c1c(O)cc(C)c(O)c1C2=O do in these assays?
p53ts 32C kill: -7%; p53ts 39C tox: 1%; Imprint erasure: -7%

How did COCCn1c(C)cc(O)c(C(c2ccccc2OC)N2CCN(c3ccccc3)CC2)c1=O (stereo unspecified) do in these assays?
p53ts 32C kill: 10%; p53ts 39C tox: -5%; Imprint erasure: -5%[10.9 µM]; IkB sig inh: -0.1%

How did O=C(CCn1c(=O)c2ccccc2n(Cc2cccnc2)c1=O)NCc1ccc2c(c1)OCO2 do in these assays?
p53ts 32C kill: -2%; p53ts 39C tox: 15%; Imprint erasure: -12%; IkB sig inh: 0.3%

What do the screens show for `Cc1noc(C)c1COC(=O)C1(c2cccc(F)c2)CCCC1`?
p53ts 32C kill: -1%; p53ts 39C tox: 1%; Imprint erasure: -16%; IkB sig inh: 1.0%

What do the screens show for `O=C(CSc1nc2c([nH]c3ccccc32)c(=O)n1-c1cccc(C(F)(F)F)c1)N1CCc2ccccc21`?
p53ts 32C kill: 0%; p53ts 39C tox: -27%; Imprint erasure: -3%[10.9 µM]; IkB sig inh: -0.1%

Results for COc1cc(C2C(C(=O)c3ccco3)=C(O)C(=O)N2Cc2cccnc2)cc(OC)c1OC (stereo unspecified) ?
p53ts 32C kill: 3%; p53ts 39C tox: -1%

What do the screens show for `CC(=O)NC(Cc1c[nH]c2ccccc12)C(=O)Nc1ccc2c(c1)OCO2` (stereo unspecified)?
p53ts 32C kill: -2%; p53ts 39C tox: 0%; Imprint erasure: 8%; IkB sig inh: 0.3%

How did CC(=O)NC1(C2CCCCC2=O)CCCCC1 (stereo unspecified) do in these assays?
p53ts 32C kill: -9%; p53ts 39C tox: 12%; Imprint erasure: -8%; IkB sig inh: 3.8%

What do the screens show for `COc1cc(Cl)c(C)cc1NC(=O)c1cnc2c(-c3cccc(C)c3)c(C)nn2c1C`?
p53ts 32C kill: 12%; p53ts 39C tox: -6%; Imprint erasure: -2%[10.9 µM]; IkB sig inh: inconclusive

How did COc1ccc(NC(=O)Nc2nccs2)cc1 do in these assays?
p53ts 32C kill: inconclusive; p53ts 39C tox: inconclusive; Imprint erasure: -79%[inhibitor]; IkB sig inh: -1.9%

What do the screens show for `CCC(=O)N1c2ccccc2C(C)(c2ccccc2)CC1(C)C` (stereo unspecified)?
p53ts 32C kill: -4%; p53ts 39C tox: -18%; Imprint erasure: -12%[10.9 µM]; IkB sig inh: inconclusive

Results for C/C=C/Cn1c(N2CCCCCC2)nc2c1c(=O)[nH]c(=O)n2C ?
p53ts 32C kill: -8%; p53ts 39C tox: 1%; Imprint erasure: -5%; IkB sig inh: -2.4%

Results for O=C1CC(N2CCN(S(=O)(=O)c3ccc(Cl)cc3)CC2)C(=O)N1CCc1ccccc1 (stereo unspecified) ?
p53ts 32C kill: -1%; p53ts 39C tox: -16%; Imprint erasure: -6%; IkB sig inh: 2.4%

Brought forward from above: four entries; new compounds follow.
How did COc1ccc(NC(=O)Nc2nccs2)cc1 do in these assays?
p53ts 32C kill: inconclusive; p53ts 39C tox: inconclusive; Imprint erasure: -79%[inhibitor]; IkB sig inh: -1.9%

What do the screens show for `CCC(=O)N1c2ccccc2C(C)(c2ccccc2)CC1(C)C` (stereo unspecified)?
p53ts 32C kill: -4%; p53ts 39C tox: -18%; Imprint erasure: -12%[10.9 µM]; IkB sig inh: inconclusive

Results for C/C=C/Cn1c(N2CCCCCC2)nc2c1c(=O)[nH]c(=O)n2C ?
p53ts 32C kill: -8%; p53ts 39C tox: 1%; Imprint erasure: -5%; IkB sig inh: -2.4%

Results for O=C1CC(N2CCN(S(=O)(=O)c3ccc(Cl)cc3)CC2)C(=O)N1CCc1ccccc1 (stereo unspecified) ?
p53ts 32C kill: -1%; p53ts 39C tox: -16%; Imprint erasure: -6%; IkB sig inh: 2.4%

How did CC(=N)C1=C(O)CC(C)(C)CC1=O do in these assays?
p53ts 32C kill: 1%; p53ts 39C tox: 0%; Imprint erasure: -3%; IkB sig inh: -0.2%

What do the screens show for `Nc1ccc(S(=O)(=O)NCc2nccs2)cc1`?
p53ts 32C kill: 3%[9.22 µM]; p53ts 39C tox: 6%[9.22 µM]; Imprint erasure: 0%[10.9 µM]; IkB sig inh: 1.9%[11.4 µM]

What do the screens show for `CCOc1ccc(OCC(=O)NCCS(=O)(=O)N2CCN(c3ccc(OC)cc3)CC2)cc1`?
p53ts 32C kill: -1%; p53ts 39C tox: -15%; Imprint erasure: -12%[10.9 µM]; IkB sig inh: 0.7%

What do the screens show for `CO/N=C\[C@@H](OC)[C@H](C)/C=C\CC(=O)OC`?
p53ts 32C kill: -2%[9.22 µM]; p53ts 39C tox: 7%[9.22 µM]

What do the screens show for `CCc1ccc(S(=O)(=O)c2cn(C)c3ccc(C)cc3c2=O)cc1`?
p53ts 32C kill: -2%; p53ts 39C tox: 5%; Imprint erasure: -9%[10.9 µM]; IkB sig inh: inconclusive

How did Cc1ccc(S(=O)(=O)N2CCOCC2)cc1C(=O)OCC(=O)N1CCc2ccccc2C1 do in these assays?
p53ts 32C kill: -6%; p53ts 39C tox: -10%; Imprint erasure: -15%; IkB sig inh: inconclusive

What do the screens show for `CCCOc1cccc(C2/C(=C(/O)c3ccncc3)C(=O)C(=O)N2CCCN(C)C)c1` (stereo unspecified)?
p53ts 32C kill: 6%; p53ts 39C tox: 2%; Imprint erasure: 5%; IkB sig inh: 0.5%

What do the screens show for `CCCOc1ccc(-c2nc(C#N)c(N3CCN(CC)CC3)o2)cc1`?
p53ts 32C kill: 5%; p53ts 39C tox: 2%; Imprint erasure: -19%; IkB sig inh: 0.2%

Results for CCN=C1Cn2c(nc3scc(-c4ccccc4)c3c2=O)CN1CC ?
p53ts 32C kill: 2%; p53ts 39C tox: -13%; Imprint erasure: -9%; IkB sig inh: 0.0%

What do the screens show for `CCCCCCCCCCCCC/C=C\[C@@H](O)[C@@H](N)CO`?
p53ts 32C kill: -8%; p53ts 39C tox: inconclusive; Imprint erasure: -29%; IkB sig inh: 0.0%

What do the screens show for `Cc1cc(C)nc(N(C#N)S(=O)(=O)c2ccccc2Cl)n1`?
p53ts 32C kill: -4%; p53ts 39C tox: 2%

What do the screens show for `CCC(=O)N1CCc2cc(S(=O)(=O)CCC(=O)Nc3c(C)n(C)n(-c4ccccc4)c3=O)ccc21`?
p53ts 32C kill: 9%; p53ts 39C tox: -6%; Imprint erasure: 18%; IkB sig inh: -1.1%

How did CC(=O)Nc1ccccc1C(=O)N1CC(C)OC(C)C1 (stereo unspecified) do in these assays?
p53ts 32C kill: 3%; p53ts 39C tox: 9%; Imprint erasure: 1%; IkB sig inh: 0.8%

Results for CC(C)=CCC/C(C)=C/CO ?
p53ts 32C kill: -5%[9.22 µM]; p53ts 39C tox: 0%[9.22 µM]; Imprint erasure: 9%[10.9 µM]; IkB sig inh: 0.1%[11.4 µM]

Bioassay records deposited in PubChem by National Center for Advancing Translational Sciences (NCATS).
